KCNQ2 block = KCNQ2 potassium channel inhibitors, primary screen, cell-based, CHO-K1, FluxOR thallium flux, B-score (AID 2156); 20 min; active compounds read low; B-score at 10 µM; 310,000 compounds, 1.1% hits;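 active = fluorescence ratio B-score at most minus 3 library SDs, with starting brightness B-score within 2 library SDs, cut at about -5.5 in these data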
CHT inh = human CHT choline transport inhibition; Q9GZV3; 310,000 compounds, 0.86% hits; B-score at 10 µM; CHT-expressing cells, membrane potential dye, choline response; active compounds read low;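 active = B-score over 3 SD under the library average, and starting fluorescence ratio not unusually high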;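 note: choline stimulus applied at its EC90 after an EC20 pre-addition; B-score computed on integrated fluorescence ratio after choline addition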
Target sequence (Q9GZV3 whole entry, looked up): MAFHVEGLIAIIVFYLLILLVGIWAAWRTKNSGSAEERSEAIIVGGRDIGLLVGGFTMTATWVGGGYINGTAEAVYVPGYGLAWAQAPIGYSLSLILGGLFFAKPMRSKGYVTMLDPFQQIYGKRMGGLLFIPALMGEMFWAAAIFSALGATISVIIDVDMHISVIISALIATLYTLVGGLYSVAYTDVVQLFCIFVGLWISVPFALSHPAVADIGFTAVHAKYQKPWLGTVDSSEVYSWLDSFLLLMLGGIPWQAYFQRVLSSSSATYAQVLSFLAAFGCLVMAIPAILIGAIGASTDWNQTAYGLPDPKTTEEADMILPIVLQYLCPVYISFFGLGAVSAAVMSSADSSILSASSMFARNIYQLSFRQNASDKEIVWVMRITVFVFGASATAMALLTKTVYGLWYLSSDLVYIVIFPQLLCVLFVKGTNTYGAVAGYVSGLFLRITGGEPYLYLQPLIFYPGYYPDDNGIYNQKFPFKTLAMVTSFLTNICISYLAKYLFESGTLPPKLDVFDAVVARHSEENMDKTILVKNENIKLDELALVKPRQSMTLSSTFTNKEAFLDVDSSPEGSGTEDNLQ
* hit, by the source's call; i = inactive; / = no result given.

SMILES | KCNQ2 block | CHT inh
COc1ccc(C)cc1NC(=O)c1cccc(C(=O)Nc2cc(C)ccc2OC)c1 | i | i
O=C(Nc1ccccc1[N+](=O)[O-])C1C(c2ccccc2)=C1c1ccccc1 | -5.9* | i
O=C(Cc1c(O)c2ccccc2[nH]c1=O)N(Cc1ccccc1)Cc1ccccc1 | i | i
Cc1cc(NC(=O)c2cccc(Oc3ccccc3)c2)n[nH]1 | i | i
Fc1ccc(CCN2CCN=C2Nc2ccccc2)cc1 | / | i
CC(=O)C1=C(C)Nc2ncnn2C1c1ccc(Cl)cc1 (stereo unspecified) | i | i
Cc1cc(CNC(=O)COC(=O)c2ccc(Cl)c(N)c2)cc(C)c1O | i | i
CC(=O)c1ccccc1NC(=O)COC(=O)/C(=C/c1ccccc1)n1nnnc1C | i | i
C=CCn1c(Cc2ccc(OC)cc2)nnc1SCC(=O)c1cccc([N+](=O)[O-])c1 | i | i
O=C(C(c1ccccc1)c1ccccc1)N1CCN(CCN2C(=O)c3cccc4cccc(c34)C2=O)CC1 | i | i
O=C(CSc1ccc(-c2ccc(F)cc2)nn1)N1CCOCC1 | i | i
O=C1C(=Cc2cccn2-c2ccc(O)cc2)C(=O)c2ccccc21 | i | i
CC(C)NS(=O)(=O)c1ccc(OCC(=O)NCc2ccc3c(c2)OCO3)c(Cl)c1 | i | i
CC(=O)Oc1ccc(-c2cccc(C(=O)OCC(=O)N(C)c3ccccc3)c2)cc1 | i | i
Cn1c(CSCc2ccc(F)cc2)n[nH]c1=S | i | i
CNS(=O)(=O)c1cn(CC(=O)NCc2ccc(N(C)C)cc2)cc1S(=O)(=O)NC | i | i
CCc1ccc(NC(=O)C2CCN(C(=O)N3CCOc4ccccc43)CC2)cc1 | i | i
COc1ccc(C(=O)Nc2ccc3ccccc3c2)cc1 | i | i
O=C(NCc1ccccc1)c1nccnc1CO | i | i
CN(C)c1nc(Oc2ccc(=O)[nH]n2)nc(N2CCCCC2)n1 | i | i
N#CC1=C(S)N(c2ccc(F)cc2)C2(CCCCC2)NC1=O | i | i
O=C(COC(=O)c1cnccn1)NCc1ccc2c(c1)OCO2 | i | i
O=C(NC(c1ccccc1)C(Cl)(Cl)Cl)c1ccccc1 (stereo unspecified) | i | i
Cc1nn(-c2ccccc2)c(C)c1-c1cc(C(=O)N/N=C/c2ccc(O)cc2)[nH]n1 | i | i
O=C(NCCCNC(=O)c1cnccn1)c1cccc(Cl)c1 | i | i
COc1ccc(-n2c(C)cc(/C=C3\SC(=O)NC3=O)c2C)cc1 | i | i
CCc1ccc2nc(NC(=O)c3ccc(N4C(=O)CCC4=O)cc3)sc2c1 | i | i
CSc1ccccc1NC(=O)CN(C)C(=O)C1CCN(C(=O)Nc2ccccc2)CC1 | i | i
CCOC(=O)C1(Cc2ccccc2C)CCCN(Cc2cn(C)nc2C)C1 (stereo unspecified) | i | i
COc1ccc(CNC(=O)COC(=O)CN2C(=O)C(C)Oc3ccc(C)cc32)cc1 (stereo unspecified) | i | i
Cc1[nH]c(=S)c(C#N)c(C)c1C(=O)Nc1ccccc1 | i | i
CCOC(=O)c1ccc(NS(=O)(=O)c2cccc3nsnc23)cc1 | i | i
Cc1oc(S(=O)(=O)N(C)C)cc1C(=O)Nc1ccc(Cl)cc1 | i | i
COc1ccc(S(=O)(=O)N2CCC(C(=O)NCCc3ccccc3)CC2)cc1 | i | i
C=C(C)c1cccc(C(C)(C)NC(=O)N2CCN(CC(N)=O)CC2)c1 | i | i
Cc1ccc(C(=O)NCCc2nnc3ccc(SCC(=O)N4CCCC4)nn23)cc1 | i | i

Rewritten in CSV form: part of the list above.
Molecule,KCNQ2 block,CHT inh
CSc1ccccc1NC(=O)CN(C)C(=O)C1CCN(C(=O)Nc2ccccc2)CC1,i,i
CCOC(=O)C1(Cc2ccccc2C)CCCN(Cc2cn(C)nc2C)C1 (stereo unspecified),i,i

Further records follow.
SMILES | KCNQ2 block | CHT inh
O=C(O)C1=C[C@H](c2ccc(Br)cc2)C[C@H](OCCCCO)O1 | i | i
COc1ccc2c(-c3ccccc3)cc(=O)[nH]c2c1 | i | i
Cc1cc(Cl)ccc1OCCCC(=O)Nc1ccc(S(=O)(=O)Nc2ncccn2)cc1 | i | i
CN=c1scc(-c2cc(OC)ccc2OC)n1/N=C/c1c(C)[nH]c2ccccc12 | i | i
N#Cc1cc2sc3nnc(-c4ccncc4)n3c2cc1C#N | i | i
CCC(CC)NC(=O)Cn1c(C(C)NC(C)=O)nc2ccccc21 (stereo unspecified) | i | i
O=C(O)c1ccccc1Sc1ncnc2sc3c(c12)CCC3 | i | i
Cn1c(SCc2c(F)cccc2Cl)nc2c(c1=O)SCC2 | i | i
Cc1ccc(N(C(C)C(=O)Nc2ccc(S(=O)(=O)N3CCOCC3)cc2)S(C)(=O)=O)cc1C (stereo unspecified) | i | i
COc1ccc(CCN2CC(C(=O)Nc3cc(F)ccc3F)CC2=O)cc1OC (stereo unspecified) | i | i
CCOc1ccc2[nH]c(=O)c(CN(Cc3ccco3)C(=O)c3cccc(F)c3)cc2c1 | i | i
COc1cc(CC(NC(C)=O)C(=O)NC2CCN(C(=O)Nc3ccccc3Cl)CC2)cc(OC)c1 (stereo unspecified) | i | i
COc1ccccc1NC(=O)c1ccccc1Oc1ccccc1 | i | i
CC(=O)c1ccc(NC(=O)Nc2ccc3c(c2)N(C)C(=O)CS3)cc1 | i | i
COc1ccc(C)cc1S(=O)(=O)NC(C)C(=O)NC1CC1 (stereo unspecified) | i | i
CCOC(=O)Cc1nnc(NC(=O)c2ccccc2OCC)s1 | i | i
COC(=O)CN1C(=O)COc2ccc(S(=O)(=O)N3CCCCCC3)cc21 | i | i
Cc1ccc(CN2CC(C(=O)Nc3ccc(S(=O)(=O)Nc4cc(C)nc(C)n4)cc3)CC2=O)cc1 (stereo unspecified) | i | i
Cc1cc(=O)oc2cc(NC(=O)c3ccccc3Cl)ccc12 | i | i
COCC(=O)N1CCCC(C(=O)c2ccc(Oc3ccccc3)cc2)C1 (stereo unspecified) | i | i
O=C(CC1NCCc2ccccc21)Nc1ccc(Oc2ccccc2)cc1 (stereo unspecified) | i | i
C[C@H]1CC[C@@]2(O[C@H](CCO)C[C@H](O)[C@H]2O)O1 | i | i
Cc1ccc(C)c(NC(=O)c2ccccc2C(=O)c2ccccc2)c1 | -6* | i
O=[N+]([O-])c1cc(C(F)(F)F)ccc1N1CCN(S(=O)(=O)c2ccc3c(c2)CCCC3)CC1 | i | i
COc1ccc(C(=O)Nc2ccccc2C(=O)NCc2cccnc2)cc1 | i | i
COc1c2occc2c(OC)c2c(=O)cc(C(F)(F)C(F)(F)F)oc12 | i | i
COc1cc(C(=O)N/C(=C\c2cn(C)c3ccccc23)C(=O)N2CCN(C)CC2)cc(OC)c1OC | i | /
c1ccc(Cc2noc(CN3CCCC(CN4CCOCC4)C3)n2)cc1 (stereo unspecified) | i | i
Nc1nc2n(n1)C(c1ccco1)CC(c1ccc(Cl)cc1)N2 (stereo unspecified) | i | i
Cc1nn2c(C(F)(F)F)c3c(nc2c1-c1ccccc1)CCC3 | i | i
O=C(NC1CCCCC1)Oc1ccccc1 | i | i
O=C(NCN1C(=O)C2C3C=CC(C3)C2C1=O)Nc1cccnc1 (stereo unspecified) | i | i
Nc1ncnc(N2CCc3ccccc32)c1[N+](=O)[O-] | i | i
Cc1ccc(S(=O)(=O)Nn2cnnc2)cc1 | i | i
CCOC(=O)N1CCN(C(=O)CSc2ccc3nnc(-c4ccccn4)n3n2)CC1 | i | i
CCC(C)(C)NC(=O)C(OC(=O)c1ccco1)c1ccc(OC)cc1 (stereo unspecified) | i | i

Entries of single compounds as entered above. Order of values: KCNQ2 block | CHT inh
c1ccc(Cc2noc(CN3CCCC(CN4CCOCC4)C3)n2)cc1 (stereo unspecified) is listed as i | i
CCC(C)(C)NC(=O)C(OC(=O)c1ccco1)c1ccc(OC)cc1 (stereo unspecified) is listed as i | i
O=C(NCN1C(=O)C2C3C=CC(C3)C2C1=O)Nc1cccnc1 (stereo unspecified) is listed as i | i
Nc1nc2n(n1)C(c1ccco1)CC(c1ccc(Cl)cc1)N2 (stereo unspecified) is listed as i | i
Cc1ccc(S(=O)(=O)Nn2cnnc2)cc1 is listed as i | i

Going on with the list.
SMILES | KCNQ2 block | CHT inh
CC(C)OC(=O)CN1C(=O)C(C)(C)Oc2ccc(C(=O)NC3CC3)cc21 | i | i
CC(C)(C)n1nnnc1CN1CCN(C2CCCC2)CC1 | i | i
Cc1ccsc1C=C1C(=O)c2ccccc2C1=O | i | i
CS(=O)(=O)Nc1cccc(C2=NN(C(=O)CCCC(=O)O)C(c3cccs3)C2)c1 (stereo unspecified) | i | i
COC(=O)CCCC(=O)N1CCC(CCC(=O)NCc2ccc(F)cc2)CC1 | i | i
CC(C)(C)OC(=O)N[C@H](Cc1ccccc1)C(=O)N1CCC[C@@H]1C(=O)O | i | i
O=C1NC2C(NC(=O)N2C2CCCCC2)N1C1CCCCC1 (stereo unspecified) | i | i
CCC(CC)c1nnc(NC(=O)c2cccc(S(=O)(=O)N3CCc4ccccc43)c2)s1 | i | i
Cc1ccc(NC(=O)c2sccc2C)cc1S(=O)(=O)N(C)C | i | i
Cc1nc(-c2ccc(S(=O)(=O)N3CCCN(CCc4ccccc4)CC3)s2)cs1 | i | -5.4*
O=[N+]([O-])c1ccccc1NC1CCN(Cc2ccccc2)CC1 | i | i
COc1ccccc1C(=O)C1CCCN(C(=O)c2ccco2)C1 (stereo unspecified) | i | i
CCN(CC)CCOC(=O)c1c(C)oc2ccc(O)cc12 | i | i
CCOc1cc(CNc2ccc(S(N)(=O)=O)cc2)ccc1OCC(=O)NC(C)(C)C | i | i
Cn1c(C(=O)c2ccccc2[N+](=O)[O-])nc2ccccc21 | i | i
COc1cccc(CC(NC(C)=O)C(=O)NC2CCN(C(=O)Nc3ccc(C)cc3)CC2)c1 (stereo unspecified) | i | /
CC(C)OC(=O)c1cccc(C(=O)Nc2cccc(NC(=O)c3cccc(C(=O)OC(C)C)n3)n2)n1 | i | i
O=C(NCc1ccccc1)c1ccc(CN2CCC(Cc3ccccc3)CC2)cc1 | i | i
Cc1ccc(OCC(=O)Nc2ccc3c(c2)OCO3)c(C)c1 | i | i
O=C(CCc1ccccc1)Nc1ccc(N2CCOCC2)c(Cl)c1 | i | i
COc1ccccc1CNC(=O)c1ccc(NS(C)(=O)=O)cc1 | i | i
N#Cc1ccc(C(=O)OCC(=O)N2CCOCC2)cc1 | i | i
COc1ccccc1C(=O)NCCC(=O)N1CCCCCCC1 | i | i
CCNC(=O)CCSc1nc(C)cc(C)n1 | i | i

Quoted at random: three entries already listed.
SMILES | KCNQ2 block | CHT inh
Cn1c(C(=O)c2ccccc2[N+](=O)[O-])nc2ccccc21 | i | i
CC(C)OC(=O)c1cccc(C(=O)Nc2cccc(NC(=O)c3cccc(C(=O)OC(C)C)n3)n2)n1 | i | i
COc1ccccc1C(=O)NCCC(=O)N1CCCCCCC1 | i | i

(continued)
SMILES | KCNQ2 block | CHT inh
O=S(=O)(NC1c2cccc3cccc(c23)C1N1CCN(CCO)CC1)c1ccccc1 (stereo unspecified) | i | /
N/C(CCS(=O)(=O)c1ccc(Cl)cc1)=N\OC(=O)c1ccccc1C(F)(F)F | i | i
COc1ccc(NC(=O)CN(CC(=O)Nc2ccc(OC)cc2)C(C)(C)CO)cc1 | i | i
CCOC(=O)c1c(NC(=O)C(C)Sc2nnc(C)c(=O)[nH]2)sc2c1CCCC2 (stereo unspecified) | i | i
COc1ccc(N2CCN(c3ccc(Cl)nn3)CC2)cc1 | i | i
O=C(CNS(=O)(=O)c1ccccc1)NCC(=O)OCc1ccccc1F | i | i
COc1ccc(/C=N/NC(=O)c2ccc(CSc3nncn3C)cc2)cc1OC | i | i
Cc1c(CN2CCCCC2C)c(=O)n(-c2ccccc2)n1C (stereo unspecified) | i | i
CCc1cc(C(=O)NCC2CCCO2)sc1C (stereo unspecified) | i | i
O=C(COC(=O)CCC1CCCCC1)Nc1ccc(OC(F)F)cc1 | i | i
CCn1c(C)c(Br)c(=O)c(C(=O)OC)c1-c1ccc(Cl)cc1 | i | i
CN(c1ccccc1)S(=O)(=O)c1ccc(C(=O)Nc2nnc(-c3ccco3)o2)cc1 | i | i

2 neighbouring records already listed, quoted:
SMILES | KCNQ2 block | CHT inh
CCn1c(C)c(Br)c(=O)c(C(=O)OC)c1-c1ccc(Cl)cc1 | i | i
CN(c1ccccc1)S(=O)(=O)c1ccc(C(=O)Nc2nnc(-c3ccco3)o2)cc1 | i | i

Remaining list, next part.
SMILES | KCNQ2 block | CHT inh
CN(C)c1ccc(NC(=O)C[n+]2ccccc2)cc1 | i | i
COCCN(C(=O)CSc1nnc(C)n1Cc1ccccc1)c1c(N)n(Cc2ccccc2)c(=O)[nH]c1=O | i | i
CCC/C(=N\NC(=O)c1ccc(CSc2nncn2C)cc1)c1ccccc1 | i | i
COc1ccc([C@@H]2OC2(C(N)=O)C(N)=O)cc1 | i | i
O=C1c2cccnc2C(Nc2ccc(S(=O)(=O)N3CCCCC3)cc2)N1Cc1ccccc1 (stereo unspecified) | i | i
CCOc1ccc(N(CC)C(=O)Cc2c(C(=O)O)n(C)c3ccccc23)cc1 | i | i
CCC(c1nnnn1Cc1ccc(F)cc1)N1CCN(C)CC1 (stereo unspecified) | i | i
Nc1c(-c2ccc(Cl)cc2)cnn1C1CCS(=O)(=O)C1 (stereo unspecified) | i | i
Nc1ncc(CCN2CCOCC2)c(-c2ccc(F)cc2)n1 | i | i
O=C1CC(N2CCN(c3ccc(F)cc3)CC2)C(=O)N1c1ccccc1 (stereo unspecified) | i | i
COC(=O)CC1C(=O)NCCN1C(=O)CSc1nc2cc(Cl)ccc2o1 (stereo unspecified) | i | i
C/C(CC(=O)Nc1ccc2c(c1)OCCO2)=N\NC(=O)COc1ccccc1 | i | i
CC(C)(C)NC(=O)Cn1ccc(=N)c2ccccc21 | i | i
NS(=O)(=O)c1ccc(NC(=S)NC(=O)c2cccc(Br)c2)cc1 | i | /

No enrichment for hits. Share with any hit: about 1.9%.
